TRPC4 block – TRPC4 (mouse) channel inhibition; HEK293 TRPC4beta/mu-opioid, DAMGO-evoked Fluo4 calcium flux; hits give low values; B-score at 10 µM; 0.39% of 300,000 active; AID 2247;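 active means B-score over 3 SD under the library average, no early fluorescence shift, positive overall ratio signal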
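Assay system: TRPC4beta/mu-opioid receptor HEK293 cell line; compound dosing: single concentration per test compound; detection: Fluo4 Ca2+ flux fluorescence; evaluation: per-well B score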
Platelet DG rel – modulates dense granule release in human platelets. human platelet-rich plasma, SFLLRN dense granule ATP release, luminescence. inhibition, %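 (compounds screened at 7.5 µM in platelet-rich plasma)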. 0.22% of 300,000 active;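 active means mean replicate score, as percent of positive control, at or above 50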
RGS4 pot – RGS4 potentiation or activation; 0.92% of 310,000 active; HEK293 M3R/inducible RGS4, carbachol calcium flux Fluo4; hits give low values; AID 463111; B-score at 10 µM;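 active means B-score of the integrated calcium signal more than 4 SD below the library mean, with starting fluorescence not abnormally high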;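 further: negative B-score means reduced calcium response which marks RGS4 activation or potentiation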
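Test system: HEK293 cells with stable M3R and inducible RGS4; also added: carbachol at ECmax as muscarinic agonist stimulus; schedule: dye loading 30 min 37 °C, buffer rest 30 min RT; technique: kinetic calcium fluorescence imaging with Fluo4-AM dye, 2 µM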
MrgX1 allo act – human MrgX1 positive allosteric modulation, primary screen | 0.63% of 310,000 active | MrgX1-HEK293, Fluo-4 calcium flux, FDSS; hits give high values | B-score at 10 µM | AID 588675;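 active means plate-corrected calcium response at least 3 library SD above typical, normal starting fluorescence, not activating the receptor alone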;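 further: compound read alongside a low EC10 to EC30 dose of BAM8-22 agonist; peak minus trough fluorescence over baseline measured at the second addition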
RGS4 inh – human RGS4 inhibition; P49798; HEK293 M3R/RGS4 inducible, Fluo-4 calcium flux; hits give high values; triggered by carbachol at its EC20; B-score at 10 µM; 0.45% of 310,000 active;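 active means B-score, a plate-corrected calcium signal, over three deviations above library mean, with baseline fluorescence within five deviations of library mean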;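 further: RGS4 expression induced by doxycycline in cells with stable M3 receptor; B-score is computed from the integrated fluorescence ratio over baseline after carbachol; higher B-score means a larger calcium signal and so more RGS4 inhibition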
Target sequence (P49798 whole entry, looked up): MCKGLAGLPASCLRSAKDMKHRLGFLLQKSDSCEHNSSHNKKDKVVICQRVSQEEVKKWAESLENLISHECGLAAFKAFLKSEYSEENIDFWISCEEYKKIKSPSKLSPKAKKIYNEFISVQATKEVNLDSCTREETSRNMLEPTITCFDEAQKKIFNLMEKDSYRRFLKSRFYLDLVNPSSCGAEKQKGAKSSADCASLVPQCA
SKKanGAS inh – SKKanGAS growth inhibition. S. pyogenes SKKanGAS, kanamycin growth, BacTiter-Glo, 6 h. inhibition, % at 7.5 µM. 1.3% of 300,000 active;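 active means mean replicate score, as percent of positive control median, at least 50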;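 further: strain carries kanamycin resistance gene driven by streptokinase promoter and grows in 40 µg/ml kanamycin; loss of luminescence reflects streptokinase promoter inhibition or plain growth inhibition; 0% = median of DMSO wells and 100% = positive control at its reference dose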
TRPC6 inh – inhibitors of mouse TRPC6 channel | Q61143 | HEK293-TRPC6, membrane potential dye, ACh-evoked depolarization; hits give low values | B-score at 10 µM | 1.1% of 310,000 active | AID 2553;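 active means B-score under library mean minus 3 SD, initial fluorescence not abnormally high, positive integrated signal ratio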;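 further: B-score derived from integrated fluorescence ratio over the kinetic read; more negative B-score means stronger inhibition of depolarization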
Target sequence (Q61143 whole entry, looked up): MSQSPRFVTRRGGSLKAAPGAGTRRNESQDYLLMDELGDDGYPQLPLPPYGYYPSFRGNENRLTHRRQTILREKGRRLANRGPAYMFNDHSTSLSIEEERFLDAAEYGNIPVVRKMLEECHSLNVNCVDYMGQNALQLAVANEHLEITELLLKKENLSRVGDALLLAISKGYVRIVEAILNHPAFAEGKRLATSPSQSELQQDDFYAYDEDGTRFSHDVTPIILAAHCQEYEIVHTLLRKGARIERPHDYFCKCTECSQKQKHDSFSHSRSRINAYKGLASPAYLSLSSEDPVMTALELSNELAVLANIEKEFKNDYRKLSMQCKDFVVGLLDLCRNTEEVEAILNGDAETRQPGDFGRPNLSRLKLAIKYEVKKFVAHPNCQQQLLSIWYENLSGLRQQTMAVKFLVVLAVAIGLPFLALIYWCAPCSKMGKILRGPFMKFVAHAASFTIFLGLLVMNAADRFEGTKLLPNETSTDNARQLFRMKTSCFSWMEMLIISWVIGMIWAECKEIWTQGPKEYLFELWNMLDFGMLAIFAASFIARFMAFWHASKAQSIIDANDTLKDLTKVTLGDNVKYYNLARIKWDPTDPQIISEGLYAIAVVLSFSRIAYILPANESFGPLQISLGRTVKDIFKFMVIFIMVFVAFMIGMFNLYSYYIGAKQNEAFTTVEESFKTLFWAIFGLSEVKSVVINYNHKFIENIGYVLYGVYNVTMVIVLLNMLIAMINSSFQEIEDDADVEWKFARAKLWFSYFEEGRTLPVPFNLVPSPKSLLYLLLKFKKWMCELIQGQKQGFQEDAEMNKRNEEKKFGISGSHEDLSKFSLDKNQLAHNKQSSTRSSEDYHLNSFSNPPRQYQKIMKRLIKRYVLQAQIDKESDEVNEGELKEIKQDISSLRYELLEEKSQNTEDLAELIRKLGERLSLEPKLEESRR
TRPC6 activator – mouse TRPC6 channel activation; B-score at 10 µM; AID 2550; HEK293-TRPC6 membrane potential dye fluorescence; hits give high values; 0.13% of 310,000 active;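 active means B-score of the integrated fluorescence ratio above library mean plus 3 SD, and starting fluorescence ratio within library mean plus 5 SD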;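 further: higher score means more depolarization so channel activation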
MrgX1 antag – human MrgX1 receptor antagonism, primary screen; B-score at 10 µM; MRGX1-HEK293 calcium flux, Fluo-4, BAM8-22 antagonism; hits give low values; 1.3% of 310,000 active;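 active means calcium-response B-score plate-corrected more than 3 library SD below zero, starting fluorescence within 5 deviations, no agonist response on first addition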;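 further: peak minus trough fluorescence over baseline after final BAM8-22 challenge near maximal dose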
MrgX1 agonist – agonists of human MrgX1 receptor; MrgX1-HEK293 cells, Fluo-4 calcium fluorescence, agonist mode; hits give high values; AID 588627; B-score at 10 µM; 0.44% of 310,000 active;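 active means calcium response B-score plate-corrected fluorescence ratio at least 3 library SD, with starting fluorescence B-score inside 5 SD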
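Material: HEK293 cells stably expressing human MrgX1 receptor | Quantity: 15,000 cells per well | Times: Cells plated overnight, dye loaded 0.5 h 37 °C, 0.5 h room temperature | Measured by: Kinetic Fluo-4 NW fluorescence of intracellular calcium | Control set: Positive and negative controls per plate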
HIF activator – HIF pathway transcriptional activation. activation, % at 7.5 µM (by protocol). 0.32% of 300,000 active. U2OS HRE-luciferase reporter, luminescence; normalized: DMSO 0%, desferrioxamine 100%;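 active means mean activation of at least 10% of the iron chelator positive control signal, with at least half of replicates also reaching 10%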
Numbers without * were called inactive; i = inactive; nt = not tested or not shown.

SMILES | TRPC4 block | Platelet DG rel | RGS4 pot | MrgX1 allo act | RGS4 inh | SKKanGAS inh | TRPC6 inh | TRPC6 activator | MrgX1 antag | MrgX1 agonist | HIF activator
CCOC(=O)c1c(NC(=O)CSc2nnc3c(Cl)cc(Cl)cn23)sc2c1CCC2 | i | -10 | i | i | i | -4 | i | i | i | i | 0.2
C(=N\Nc1nc2ccccc2[nH]1)/c1cccs1 | i | nt | i | i | i | 13 | i | i | i | i | 2.4
CCN(CC)c1ccc(C(=O)NC(=S)Nc2cc(S(=O)(=O)N3CCOCC3)ccc2-n2cncn2)cc1 | i | -5 | i | i | i | 2 | i | i | i | i | -1.8
Cc1ccc(-n2c(C)cc(/C=C3/SC(=O)N(CC(=O)N4CCOCC4)C3=O)c2C)nc1 | i | 0 | i | i | i | -2 | i | i | i | i | 1.5
COc1ccc(C(=O)CCC(=O)O)c(C)c1 | i | 12 | i | i | i | -7 | i | i | i | i | -0.3
Cc1ccc(OCC(=O)Nc2ccc(N3CCN(C(=O)c4ccco4)CC3)cc2)c(C)c1 | i | -9 | i | i | i | 14 | i | i | i | i | -39
O=C(CCCSc1nc2ccccc2[nH]1)Nc1nnc(C2CC2)s1 | i | -1 | i | i | i | -1 | i | i | i | i | 0.0
COc1ccccc1CNC(=O)CN(c1ccc(C)cc1)S(=O)(=O)c1c(C)nn(C)c1C | i | -5 | i | i | i | 5 | i | i | i | i | -0.2
COc1ccc(CC/C(=N\O)C2(O)CCCCC2)cc1 | i | -9 | i | i | i | -2 | i | i | i | i | -0.2
CCOC(=O)c1cccc(NC(=O)C2CCCN(S(=O)(=O)c3c(C)n[nH]c3C)C2)c1 (centres undefined) | i | -2 | i | i | i | 2 | i | i | i | i | -25
COc1ccc(Br)cc1-c1noc(-c2ccccc2F)n1 | i | 7 | i | i | i | -3 | i | i | i | i | -0.2
Cc1ccc(C(=O)c2ccc([N+](=O)[O-])cc2)c(C)c1 | i | 2 | i | i | i | 1 | i | i | i | i | -0.2
Cc1nn(CCCC(=O)NCc2ccccc2)c(C)c1[N+](=O)[O-] | i | 22 | i | i | i | -3 | i | i | i | i | -0.7
Cc1ccccc1C(=O)NNc1ccc([N+](=O)[O-])cc1 | i | -6 | i | i | i | 4 | i | i | -6.8* | i | -0.3
O=c1oc(/C=C/c2ccc([N+](=O)[O-])s2)nc2ccccc12 | i | 9 | i | i | i | -1 | i | i | i | i | -0.2
COc1ccc(Cn2nnc3c(=O)[nH]c(C(=O)NCCc4ccc(F)cc4)nc32)cc1OC | i | 3 | i | i | i | 15 | i | i | i | i | nt
O=C(CSc1cn(CC(=O)N2CCCC2)c2ccccc12)NCC1CCCO1 (centres undefined) | i | -1 | i | i | i | -5 | i | i | i | i | -0.1
COC(=O)Nc1ccc(NC(C)=O)cc1 | i | -1 | i | i | i | -2 | i | i | i | i | -0.9
COCCCn1c(=O)c2ccccc2n(CC(=O)Nc2ccc3c(c2)OCCO3)c1=O | i | 5 | i | i | i | 1 | i | i | i | i | 0.2
Cc1ccc2c(-c3csc(N)n3)c[nH]c2c1 | i | -1 | i | i | i | 16 | i | i | i | i | -1.4
Cn1c(SCC(=O)N/N=C/c2ccc(O)c(O)c2)nc2ccccc21 | i | -1 | i | i | i | -2 | i | i | i | i | 0.1
COc1cccc(CNC(=O)c2ccc(C)c(NC3=NC4CS(=O)(=O)CC4S3)c2)c1 (centres undefined) | i | -4 | i | i | i | 3 | i | i | i | i | 0.0
CCOc1cc(/C=C(\C#N)c2nc3ccccc3[nH]2)ccc1OC(C)C(=O)O (centres undefined) | i | 2 | i | i | i | 5 | i | i | i | i | -0.7
CCOC(=O)C1C(=O)CC(C)(O)C(C(=O)OCC)C1c1ccc(NC(C)=O)cc1 (centres undefined) | i | 3 | i | i | i | 9 | i | i | i | i | -0.1
Cc1ccc(-n2c(CC#N)n[nH]c2=S)c(C)c1 | i | -2 | i | i | i | 0 | i | i | i | i | 0.2
CC1CCc2sc3ncn4nc(C(=O)NCc5ccco5)nc4c3c2C1 (centres undefined) | i | 1 | i | i | i | 7 | i | i | i | i | -0.2
Cc1ccc(C2(C)NC(=O)N(CC(=O)Nc3cc(C)on3)C2=O)cc1 (centres undefined) | i | -4 | i | i | i | -11 | i | i | i | i | -0.3
COc1ccc(NC(=O)C2=Cc3cccc(OC)c3OC2)cc1 | i | 8 | i | i | i | 0 | i | i | i | i | nt
CC(=O)C1=C(O)C(=O)N(c2cc(C(C)(C)C)on2)C1c1ccc(Br)cc1 (centres undefined) | i | 3 | i | i | 7.8* | 25 | i | i | i | i | 0.0
C=CCn1c2ccccc2c2nnc(SCc3ccc4nonc4c3)nc21 | i | 7 | i | i | i | 4 | i | i | i | i | nt
Cc1cc(C)n2nc(-c3ccc(Cl)cc3)cc2n1 | i | 1 | i | i | i | -5 | i | i | i | i | 1.5
O=C(CN1CCSCC1)N/N=C/c1cccc(Cl)c1 | i | 0 | i | i | i | -15 | i | i | i | i | -0.2
O=C(NCc1ccco1)C1(S(=O)(=O)c2ccccc2)CC=CC1 | i | 2 | i | i | i | -4 | i | i | i | i | 0.4
COC(=O)c1ccccc1NC(=O)C1CC(=O)N(C2CCCCC2)C1 (centres undefined) | i | -4 | i | i | i | -3 | i | i | i | i | nt
CCCOc1ccc(NC(=O)CC2Nc3ccccc3NC2=O)cc1 (centres undefined) | i | -1 | i | i | i | 2 | i | i | i | i | 0.0
O=[N+]([O-])c1cc(S(=O)(=O)Nc2cccc(C(F)(F)F)c2)ccc1-n1nnc2ccccc21 | i | -5 | i | i | i | -1 | i | i | i | i | -0.2
CCN(CC)C(=O)C1CCN(S(=O)(=O)c2c(C)noc2/C=C/c2cccc(C)c2)CC1 | i | 3 | i | i | i | 5 | i | i | i | i | -0.4
O=C(N/N=C/c1cccnc1)c1ccc(S(=O)(=O)N2CCCCCC2)cc1 | i | 6 | i | i | i | 1 | i | i | i | i | -0.6
Cc1ccn(C(=O)c2ccc(NC(=O)CC(C)C)cc2)n1 | i | 0 | i | i | i | -3 | i | i | i | i | 0.4
S=C(NCc1ccc(Cl)cc1)NC1CCCCC1 | i | 9 | i | i | i | 38 | i | i | i | i | -0.2
Cn1nccc1C(=O)NC1CCN(Cc2ccccc2)CC1 | i | 8 | i | i | i | -5 | i | i | i | i | 1.0
COc1ccc2c(c1)C(NS(=O)(=O)OCC(Cl)(Cl)Cl)CCC2 (centres undefined) | nt | -2 | i | i | i | 8 | i | i | i | i | -0.3
NC(=O)CSc1nc2sc(-c3ccccc3)cc2c(=O)n1N | i | 39 | i | i | i | 13 | i | i | i | i | 0.4
CCCc1nnc(SCC(=O)N2CCOCC2)n1C | i | -3 | i | i | i | 7 | i | i | i | i | 0.2
CCNC(=S)N/N=C(\C)c1ccc(Cl)s1 | i | -11 | -7.1* | i | i | -3 | i | i | i | i | -0.1
Cc1ccc(N2CC(C(=O)N3CCC4(CC3)CC(=O)c3ccccc3O4)CC2=O)cc1 (centres undefined) | i | 19 | i | i | i | -11 | i | i | i | i | -0.3
Cc1ccc2c(c1)S/C(=C/c1ccc[n+](C)c1)N2CCO | i | 0 | -7* | i | i | -1 | i | i | i | i | -0.7
CCc1c(C)sc(NC(=S)Nc2cccnc2)c1C(=O)OC | i | -2 | i | i | i | 8 | i | i | i | i | 0.1
COc1ccccc1NC(=S)NCCc1ccc(OC)c(OC)c1 | i | 7 | i | i | i | -1 | i | i | i | i | -1.7
COc1cc(/C=N/NC(=O)COc2ccc(Cl)cc2)ccc1OS(=O)(=O)c1ccc(C)cc1 | i | -4 | i | i | i | 27 | i | i | i | i | 0.0

Next structures.
SMILES | TRPC4 block | Platelet DG rel | RGS4 pot | MrgX1 allo act | RGS4 inh | SKKanGAS inh | TRPC6 inh | TRPC6 activator | MrgX1 antag | MrgX1 agonist | HIF activator
CCOC(=O)CNC(=O)N1CCCC(CCC(=O)NCc2ccc(F)c(F)c2)C1 (centres undefined) | i | 0 | i | i | i | 0 | i | i | i | i | -0.1
O=C(O)CSc1ncnc2c1sc1nc(-c3ccccc3)c3c(c12)CCC3 | i | 7 | i | i | i | nt | i | i | i | i | -0.3
Cc1cccc2cc(C(c3nnnn3C3CCCC3)N3CCOCC3)c(=O)[nH]c12 (centres undefined) | i | -3 | i | i | i | 3 | i | i | i | i | -0.3
Cc1ccc(NC(=O)CSc2nc3ccccc3c3nc(CCc4c(C)n[nH]c4C)nn23)cc1F | i | -3 | i | i | i | 32 | i | i | i | i | -2.3
CCOC(=O)/C=C/C(=O)OCC(=O)Nc1cccc(Cl)c1Cl | i | -1 | i | i | i | -7 | i | i | i | i | 0.6
Cc1ccc(S(=O)(=O)N/N=C2/CCCCC2C2CCCCC2)cc1[N+](=O)[O-] (centres undefined) | i | 2 | i | i | i | 10 | i | i | i | i | 0.0
Cc1ccc(/C=N/n2c(C)nnc2C)cc1 | i | 2 | i | i | i | -7 | i | i | i | i | -0.1
Cc1cc2nc3s/c(=C/c4ccc(-c5ccccc5C(=O)O)o4)c(=O)n3c2cc1C | i | 14 | i | i | i | 21 | i | 56* | i | i | 0.1
Cc1ccc(OCCN(C)C(=O)CC2C(=O)NCCN2CC(C)(C)C)cc1 (centres undefined) | i | -3 | i | i | i | 7 | i | i | i | i | 0.0
COc1ccc(NC(=O)c2c(C)oc3c2CCCC3)cc1 | i | 0 | i | i | i | 11 | i | i | i | i | 0.4
Cc1ccc(S(=O)(=O)NCCC(=O)OCC(=O)N(Cc2ccccc2)C(C)(C)C)cc1 | i | 8 | i | i | i | -7 | i | i | i | i | 0.0
CC(CNC(=O)c1cc(Cl)ccc1[N+](=O)[O-])NC(=O)c1cc(Cl)ccc1[N+](=O)[O-] (centres undefined) | i | 4 | i | i | i | 5 | i | i | i | i | -1.4

Part of the list above in order of SMILES length, descending.
SMILES | TRPC4 block | Platelet DG rel | RGS4 pot | MrgX1 allo act | RGS4 inh | SKKanGAS inh | TRPC6 inh | TRPC6 activator | MrgX1 antag | MrgX1 agonist | HIF activator
Cc1ccc(S(=O)(=O)NCCC(=O)OCC(=O)N(Cc2ccccc2)C(C)(C)C)cc1 | i | 8 | i | i | i | -7 | i | i | i | i | 0.0
O=C(O)CSc1ncnc2c1sc1nc(-c3ccccc3)c3c(c12)CCC3 | i | 7 | i | i | i | nt | i | i | i | i | -0.3
CCOC(=O)/C=C/C(=O)OCC(=O)Nc1cccc(Cl)c1Cl | i | -1 | i | i | i | -7 | i | i | i | i | 0.6

Printed as active in MrgX1 antag, among the entries above:
smiles,TRPC4 block,Platelet DG rel,RGS4 inh,TRPC6 activator,MrgX1 antag,MrgX1 agonist
Cc1ccccc1C(=O)NNc1ccc([N+](=O)[O-])cc1,i,-6,i,i,-6.8*,i

Compound activity: PubChem BioAssay, several laboratories
